# Compound activity (PubChem)
# HSP90 refold inh = blocks HSP90-mediated luciferase refolding in reticulocyte lysate; Rabbit reticulocyte lysate, luciferase refolding luminescence, 3 h; inhibition, % at 5.6 µM; 290,000 tested, 0.91% active; AID 1789;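 active = inhibition above the screen-wide mean plus 3 SD, computed separately per campaign, cut at about 16% in these data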;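 note: 0% = DMSO wells and 100% = 60 µM geldanamycin wells; inhibitors lower the luminescence because luciferase stays unfolded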
# Platelet DG rel = modulates dense granule release in human platelets; human platelet-rich plasma, SFLLRN dense granule ATP release, luminescence; inhibition, %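 (compounds screened at 7.5 µM in platelet-rich plasma)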; 300,000 tested, 0.22% active; AID 1663;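 active = mean replicate score, as percent of positive control, at or above 50; inconclusive = mean below 50 but at least one replicate at or above 50; inactive = mean and every replicate below 50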
# GSK3B inh = human GSK3beta kinase inhibition; 300,000 tested, 0.038% active; GST-GSK3beta kinase, ADP-Glo luminescence, 60 min; active compounds read low; AID 2097; activity score (negative = inhibition), % at 10 µM; P49841;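 active = more than half of replicate wells score below -50%, meaning over 50% inhibition versus plate controls; inconclusive = some replicates but at most half score below -50%; inactive = no replicate scores below -50%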;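 note: 0% = median DMSO wells and -100% = median GW8510 positive control wells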
# Target sequence (P49841 whole entry, looked up): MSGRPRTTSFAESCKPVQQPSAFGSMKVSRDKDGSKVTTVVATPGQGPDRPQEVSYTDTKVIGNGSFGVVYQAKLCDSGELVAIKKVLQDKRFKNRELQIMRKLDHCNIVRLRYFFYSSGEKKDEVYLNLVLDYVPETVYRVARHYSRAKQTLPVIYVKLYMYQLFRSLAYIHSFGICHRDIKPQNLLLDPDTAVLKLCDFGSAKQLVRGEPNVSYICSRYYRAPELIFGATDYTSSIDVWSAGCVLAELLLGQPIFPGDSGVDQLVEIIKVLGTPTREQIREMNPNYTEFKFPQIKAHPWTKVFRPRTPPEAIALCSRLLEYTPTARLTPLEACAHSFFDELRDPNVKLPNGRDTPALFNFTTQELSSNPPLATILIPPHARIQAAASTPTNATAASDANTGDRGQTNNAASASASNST
#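 Test system – GST-tagged human GSK3beta kinase, cell-free · Incubation – 60 min enzyme reaction, room temperature · Signal – ADP-Glo luminescence · Also added – peptide substrate and ATP at 25 µM · Controls – DMSO neutral wells and GW8510 at 20 µM as positive · Buffer or medium – Tris/MgCl2 kinase buffer · Measure – Luminescence-derived activity versus plate DMSO and GW8510 wells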
# KLF5 inhibitor = inhibitors of KLF5 expression | 290,000 tested, 0.23% active | DLD-1 KLF5 promoter-luciferase reporter, luminescence | inhibition, % at 5 µM;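 active = inhibition above a per-plate limit of that plate's mean compound inhibition plus 3 SD, cut at about 60% in these data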;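 note: 0% = DMSO wells and 100% = LY294002 at 200 µM; higher means less KLF5 promoter-driven luciferase light; inactives centre near -14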
# GSK3 alpha inh = inhibitors of human GSK-3 alpha kinase. P49840. ADP-Glo luminescence, 60 min. inhibition, % at 10 µM. 320,000 tested, 0.1% active. AID 2650;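 in the data active = inhibition above about 50%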;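 note: GST-tagged GSK-3 alpha with peptide substrate and 25 µM ATP; 0% = DMSO neutral wells and 100% = GW8510 positive control wells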
# Target sequence (P49840 whole entry, looked up): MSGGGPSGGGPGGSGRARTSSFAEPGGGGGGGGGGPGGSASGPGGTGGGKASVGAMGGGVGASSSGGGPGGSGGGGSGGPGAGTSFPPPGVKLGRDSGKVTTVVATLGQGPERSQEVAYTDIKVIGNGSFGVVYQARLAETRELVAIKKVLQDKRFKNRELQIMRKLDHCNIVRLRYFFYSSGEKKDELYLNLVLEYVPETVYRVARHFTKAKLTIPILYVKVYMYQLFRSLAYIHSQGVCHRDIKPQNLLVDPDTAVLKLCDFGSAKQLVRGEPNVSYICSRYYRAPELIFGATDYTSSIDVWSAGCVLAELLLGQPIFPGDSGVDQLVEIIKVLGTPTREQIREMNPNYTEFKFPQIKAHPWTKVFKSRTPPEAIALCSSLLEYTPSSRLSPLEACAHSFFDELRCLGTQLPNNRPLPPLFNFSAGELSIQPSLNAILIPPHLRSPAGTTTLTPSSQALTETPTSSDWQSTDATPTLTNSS
# IEC-6 tox = IEC-6 cytotoxicity, counter-screen for KLF5 inhibitors | inhibition, % at 5 µM | AID 1825 | 290,000 tested, 0.78% active | luminescence viability; in the data active = inhibition above about 22%;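 note: 0% = plate median of test compound wells and 100% = cytotoxic reference compound wells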
# Dyrk1A ADPGlo = inhibitors of rat Dyrk1A kinase; ADP-Glo luminescence, NFATc1 peptide; 310,000 tested, 0.43% active; inhibition, % at 12.5 µM; Q63470; AID 504441; in the data active = inhibition above about 50%;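 note: plate controls were vehicle with enzyme for no effect and no enzyme for full effect; many of its hits are not listed in these tables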
# HSF1 activator = increases HSF-1 driven luciferase reporter signal | NIH3T3-HGL HSF-1 luciferase reporter, MG132, 8 h; 100% = twice DMSO control signal | activation, % at 9 µM | 300,000 tested, 1.7% active;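 active = mean replicate activation of at least 50% with a set share of replicates each reaching 50%; inconclusive = only one of those two conditions met; inactive = mean below 50% and too few replicates reaching it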;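 note: 0% = median of the neutral control wells and 100% = twice that signal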
# aSyn 5UTR inh = 5' untranslated region of α-synuclein, MLPCN primary screen. inhibition, % (tested at 7.5 µM). AID 1813. 300,000 tested, 0.82% active. alpha-synuclein 5'UTR reporter, inhibitor activity; in the data active = inhibition above about 60%; inconclusive = no clear call, values can overlap the other calls;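 note: H4 neuroglioblastoma cells stably carrying SNCA 5'UTR luciferase fusion; 0% = DMSO wells and 100% = positive control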
# HSF1 inhib = HSF1 inhibition; NIH3T3-HGL HSE-luciferase, MG132-induced, luminescence 8 h; active compounds read low; activity change, negative = inhibition, % at 7.5 µM (by protocol); 300,000 tested, 0.77% active;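 active = more than half of replicate wells show activity change below -50%, luminescence cut by over half; inconclusive = some wells, but at most half, below -50%; inactive = no replicate well below -50%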;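 note: luciferase reports HSF-1 transcriptional activity via heat shock element; 0% = median of DMSO wells and -100% = zero luminescence signal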
# An asterisk follows results filed as active; ? = inconclusive; / = not tested or not shown.
# Each structure is followed by: aSyn 5UTR inh, Platelet DG rel, Dyrk1A ADPGlo, KLF5 inhibitor, HSF1 activator, GSK3B inh, HSF1 inhib, HSP90 refold inh, GSK3 alpha inh, IEC-6 tox
[1] CSc1ccc(Cl)c(C(=O)Nc2ccc(C)cn2)c1
  -3, -2, 12, 6, 21, -3, -2, 5, 1, 3
[2] Cc1ccc(C(=O)NCC(=O)NCC(=O)OCc2ccc(F)cc2)cc1
  25, 0, 2, -16, -17, -1, 3, -4, -2, -4
[3] CCOc1ccc(CCNC(=O)CN2C(=O)COc3ccc(S(=O)(=O)N4CCOCC4)cc32)cc1
  15, -22, -3, -26, -3, 1, -6, -2, 1, -3
[4] Cc1cccc(-c2nc3ccccc3c(=O)n2NC(=O)Cc2ccc(Cl)cc2)c1
  -14, -11, 2, 1, 4, 2, -1, 1, -6, 1
[5] Nc1cccc(-c2csc(-n3ncc(C(=O)O)c3C(F)(F)F)n2)c1
  -5, -4, 10, -22, -6, 4, -7, -4, 1, -9
[6] CCC(=O)Nc1sc2c(c1C#N)CCCCC2
  -53, -1, 23, -22, 14, 1, 16, -2, /, 9
[7] CC1(C)Oc2ccc(NC(=O)C3COc4ccccc4O3)cc2O1 (centres undefined)
  -2, 7, -6, -39, -25, 3, -11, 27*, 0, -9
[8] COc1ccc(-c2noc(CN(C)C(=O)CCN3C(=O)[C@H]4CC=CC[C@H]4C3=O)n2)cc1
  -3, 0, -4, -14, 13, 1, -2, -4, -4, -14
[9] S=C(Nc1cccc(Cl)c1)N1CCOCC1
  -20, 0, -2, -18, -4, -7, 9, -2, 0, 0
[10] CCC(C(=O)NC1CCCC1)N(C(=O)Cn1nnc(-c2ccc(C)o2)n1)C(C)(C)C (centres undefined)
  -19, -12, 1, -2, 16, 2, -3, 2, 0, -2
[11] CCN(CC)C(=O)Nc1ccc(Br)cc1
  -22, 6, /, 0, 15, -2, 18, 3, -2, 0
[12] CC(C)(C)C(=O)N1c2ccccc2CCc2ccccc21
  -5, -5, 1, -39, 0, 1, 3, 0, -4, -1
[13] Cn1c(=O)c(N=O)c(N)n(Cc2ccccc2)c1=S
  -10, -4, -1, /, 9, -12, -2, /, -2, /
[14] CCc1nc2c(sc3nc4c(cc32)COC(C)(C)C4)c(=O)n1CCN(CC)CC
  7, 1, 0, -22, 8, -1, 1, 2, 1, 0
[15] CC(C)(C)n1nnnc1CN(Cc1ccco1)Cc1cc2cc3c(cc2[nH]c1=O)OCO3
  23, -3, 4, -13, 5, 1, -8, -1, 2, -2
[16] CCCOc1ccc(N2C(=O)CC(N3CCN(c4ccc([N+](=O)[O-])cc4)CC3)C2=O)cc1 (centres undefined)
  15, -12, 12, -25, 16, 3, 6, -2, -7, 3
[17] O=C(Nc1nnc(-c2ccc(F)cc2)o1)c1cccc([N+](=O)[O-])c1
  56, -6, 2, 72*, -8, 6, -6, 3, 0, 98*
[18] N#CC(C#N)=C1C=CC=CN1/C(=C\c1ccco1)C(=O)c1ccc(-c2ccccc2)cc1
  /, /, 2, -15, /, /, /, 1, -3, 2
[19] CCOC(=O)Nc1ccc([N+](=O)[O-])cc1OC
  -16, -5, 6, -16, 0, 0, -8, 16, -1, 7
[20] CCN(CC)S(=O)(=O)c1ccc2c(c1)nc(CCC(=O)OCC(=O)Nc1cc(Cl)cc(Cl)c1)n2C
  15, -16, 4, -18, 26, -3, 10, 5, 0, 6

# From no. 1 to 3, as listed above:
# Each structure is followed by: aSyn 5UTR inh, Platelet DG rel, Dyrk1A ADPGlo, KLF5 inhibitor, HSF1 activator, GSK3B inh, HSF1 inhib, HSP90 refold inh, GSK3 alpha inh, IEC-6 tox
[1] CSc1ccc(Cl)c(C(=O)Nc2ccc(C)cn2)c1
  -3, -2, 12, 6, 21, -3, -2, 5, 1, 3
[2] Cc1ccc(C(=O)NCC(=O)NCC(=O)OCc2ccc(F)cc2)cc1
  25, 0, 2, -16, -17, -1, 3, -4, -2, -4
[3] CCOc1ccc(CCNC(=O)CN2C(=O)COc3ccc(S(=O)(=O)N4CCOCC4)cc32)cc1
  15, -22, -3, -26, -3, 1, -6, -2, 1, -3

# (listing goes on)
# Each structure is followed by: aSyn 5UTR inh, Platelet DG rel, Dyrk1A ADPGlo, KLF5 inhibitor, HSF1 activator, GSK3B inh, HSF1 inhib, HSP90 refold inh, GSK3 alpha inh, IEC-6 tox
[21] CC(=O)Nc1nc(C)c(CCC2OCCO2)c(=O)[nH]1
  -13, 1, 0, -31, 7, -2, 1, 3, 0, 1
[22] CC(C)CNC(=O)N1c2ccccc2Sc2ccccc21
  5, -21, 9, -13, 10, -5, -4, -2, 0, -7
[23] CCOC(=O)C1=C(O)/C(=C/c2cc(OC)c(OC)c(OC)c2)N=C1C
  12, ?, 0, 10, 7, -1, 7, 1, 1, -5
[24] O=[N+]([O-])c1cnc(Nc2ccccc2)nc1Nc1ccccc1
  18, -9, 2, 31, 25, 0, 2, 4, -1, 3
[25] COC(=O)[C@@H]1Cc2c([nH]c3ccccc23)C(C)(C)N1C(=O)CCl
  ?, 4, -1, -35, -59, -4, ?, 0, 0, 95*
[26] COc1ccccc1/C=C\C(=O)NCC(=O)N/N=C(/C)c1cccc([N+](=O)[O-])c1
  25, 10, -2, -5, -11, -2, 0, 1, 1, 10
[27] C=C(C)COc1ccc(-c2[nH]ncc2Oc2ccccc2OC)c(O)c1
  -23, -2, -6, 3, 23, 5, 15, -2, 1, 3
[28] CCn1c(CC(=O)Nc2ccc(C)cc2)nnc1SCC(=O)NCCc1ccccc1
  -3, 2, 5, 10, 1, 2, -2, -1, /, 4
[29] CC(=O)NC1CC2CCC(C1)N2Cc1ccc(C)cc1 (centres undefined)
  1, 6, 7, -22, -21, -6, -4, 0, -1, -1
[30] Cc1ccc(S(=O)(=O)N(CC(=O)Nc2cccc(N(C)S(C)(=O)=O)c2)c2ccc(Cl)c(Cl)c2)cc1
  20, -10, -2, 0, -3, 1, -5, 4, -2, 0
[31] Cc1csc(NC(=O)Cc2c(F)cccc2Cl)n1
  -131, -13, -5, -75, 27, 2, 17, 2, 1, 1
[32] Cc1csc(SCC(=O)Nc2sccc2C(N)=O)n1
  -110, 9, /, -28, 9, -4, 13, -1, -1, -2
[33] COc1ccc(OC)c2c1sc(=NC(=O)C1COc3ccccc3O1)n2C (centres undefined)
  -128, -3, 2, -29, 17, 1, 3, 1, -5, -4
[34] CC(C)(C)OC(=O)N[C@@H](Cc1ccccc1)C(=O)NCC1CCC(C(=O)N[C@@H](CCC(N)=O)C(=O)O)CC1 (some centres undefined)
  -14, 2, 3, -27, -14, -3, -7, -2, -1, -4
[35] N=C1C(c2nc(-c3ccc(F)cc3)cs2)=C(O)CN1CCCN1CCOCC1
  2, -4, 4, -10, 5, 1, 2, 0, /, -2
[36] COC(=O)c1ccc(CSc2nc3ccccc3c(=O)n2-c2cccc(OC)c2)o1
  20, -12, -4, -15, 2, -3, 10, 3, -2, 2
[37] CCC1CSC(Nc2ccc(C(=O)/C=C/c3ccc(Oc4ccccc4)cc3)cc2)=N1 (centres undefined)
  -88, 1, -1, 4, 14, 1, 14, 2, -1, 3
[38] CCOC(=O)C1(CCc2ccccc2)CCN(C(=O)CN2CCOC2=O)CC1
  -20, -5, 13, -4, 31, -1, 9, 1, 2, 4
[39] COc1ccccc1C(=O)Nc1ccccc1C(=O)N1CCCC1
  16, -21, 4, -15, -18, 3, 0, 4, -2, 10
[40] O=C(c1ccc2c(c1)N(Cc1ccc(F)cc1)C(=O)c1ccccc1S2(=O)=O)N1CCN(c2ccccn2)CC1
  5, -1, 2, -17, 6, -2, 9, 1, /, 3

# Next section (3 carried over from the part before).
# Each structure is followed by: aSyn 5UTR inh, Platelet DG rel, Dyrk1A ADPGlo, KLF5 inhibitor, HSF1 activator, GSK3B inh, HSF1 inhib, HSP90 refold inh, GSK3 alpha inh, IEC-6 tox
[38] CCOC(=O)C1(CCc2ccccc2)CCN(C(=O)CN2CCOC2=O)CC1
  -20, -5, 13, -4, 31, -1, 9, 1, 2, 4
[39] COc1ccccc1C(=O)Nc1ccccc1C(=O)N1CCCC1
  16, -21, 4, -15, -18, 3, 0, 4, -2, 10
[40] O=C(c1ccc2c(c1)N(Cc1ccc(F)cc1)C(=O)c1ccccc1S2(=O)=O)N1CCN(c2ccccn2)CC1
  5, -1, 2, -17, 6, -2, 9, 1, /, 3
[41] O=C(CN(C(=O)CNC(=O)c1ccco1)c1ccc(F)cc1)NC1CCCCC1
  -17, -1, -7, 7, 3, /, 0, -1, 0, -4
[42] Cc1ccc(C)c2[nH]c(=O)c(CCNC(=O)c3ccco3)cc12
  -11, 3, 3, -11, -1, 0, -10, 0, -2, -2
[43] COc1cc(OC)cc(-c2cc(N)n(S(=O)(=O)Cc3ccccc3)n2)c1
  -4, -42, -2, -6, -17, -1, 9, 0, -1, -4
[44] CC(=O)N1c2ccc(S(=O)(=O)N(C)Cc3ccccc3)cc2CC1C (centres undefined)
  -1, 9, -1, -22, 16, 4, 1, 0, -1, 4
[45] Fc1ccc(CN2CCC(Cc3ccccc3)CC2)cc1F
  -5, 4, -5, -26, 46, 1, 29, 3, -1, -6
[46] COc1ccc(CCNC(=O)C(=O)Nc2ccc3nc4n(c(=O)c3c2)CCCCC4)cc1OC
  -6, 15, 4, -47, -3, 4, 5, 1, 9, -3
[47] Cc1c(C=Nc2ccc(S(=O)(=O)N(C)C)cc2)c(O)[nH]c(=O)c1C#N
  -10, -7, 1, /, 34, -4, 13, /, 1, /
[48] Cc1ccc(NC(=O)CSc2nc(N)cc(=O)[nH]2)cc1Cl
  24, -12, /, -27, 15, 0, 6, -1, 6, -6
[49] O=C(c1ccco1)c1nnn(Cc2ccccc2)c1-c1ccccc1
  -2, -5, 6, -16, 64*, -1, 39, 0, 3, -11
[50] C=CCn1cnc2c(nnn2-c2ccc(Cl)cc2)c1=O
  -3, -3, 7, -17, 7, 2, 8, -3, -2, 3
[51] Cc1ccc(S(=O)(=O)NC(CC(C)C)C(=O)Nc2ccncc2)cc1 (centres undefined)
  -10, 0, -8, /, 6, 0, -2, /, -2, /
[52] O=C(Nc1ccc(N2CCCCC2)c(Cl)c1)c1ccc2c(c1)OCCO2
  -132, -3, 3, -35, -57, 1, -46, 4, 1, 14
[53] Cc1ccc(-c2ccc(C(=O)NCc3ccc(Cl)cc3)o2)c2ccccc12
  -19, -5, /, -2, -19, 4, -2, 0, 3, -4
[54] CCN(CC)C(=O)CSc1nnc(-c2ccc(O)cc2)n1CC1CCCO1 (centres undefined)
  -4, -1, 1, -9, 26, 1, 1, 1, -1, 4

# A portion of the library (hit frequency here may not be typical).
